F508del corr: F508del CFTR correction, initial screen, CFBE line, single point; CFBE cells, YFP halide quenching; stimulated with forskolin plus potentiator P3; % fluorescence drop versus neutral controls; activity (quench increase), % at 7.58 µM; hit rate 0.36% among 350,000; AID 720511, 2013;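 active = mean added fluorescence quench of at least 8% versus neutral control, with both replicates also reaching 8%; inconclusive = only one of the mean or replicate conditions met; inactive = mean below 8% and not both replicates reaching 8%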;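 note: cells transiently co-express mutant CFTR-F508del with the halide-sensitive YFP; corrector assay measuring rescue of mutant channel to the surface after 24 h compound exposure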
FN deposition inh: inhibitors of fibronectin matrix deposition, primary screen, AH1F cells, Alexa488-fibronectin fluorescence, plate reader; AH1F fibroblasts, overnight; inhibition, % at 12.6 µM; hit rate 0.086% among 350,000;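 active = mean inhibition across replicates of 30% or more, regardless of how many single replicates reach that level; inconclusive = mean under 30% yet at least half of replicates reach 30%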;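 note: positive control wells lacked labelled fibronectin entirely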
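Assay system: AH1F fibroblasts assembling fluorescent fibronectin matrix; Amount: 10000 AH1F cells per well; Buffer or medium: DMEM, 2% serum; Probe or stimulus: Alexa488-fibronectin, 24 nM final in well; Doses: single compound dose, delivered by pin transfer; Incubation: 1 h adhesion, overnight exposure; Measured by: fluorescence 485/525 nm; Read-out: fibronectin deposition inhibition.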
GSIS activator: GLuc luminescence reporter in INS-1E cells, primary screen for activators of glucose-dependent secretion of insulin; activation, % at 16.6 µM; INS-1E GLuc reporter insulin secretion, 2-3 h; AID 743287, 2014; hit rate 0.61% among 370,000;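 active = lowest replicate activation of at least 40%, so every replicate reaches that level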;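 note: 0% = median of neutral control wells and 100% = median of IBMX positive control wells; some compounds called inactive have numbers as strong as hits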
* hit, by the source's call; i = inactive; ? = inconclusive.

Values run as follows: F508del corr	FN deposition inh	GSIS activator
NC(=O)CCN1CCN(Cc2nc(C(c3ccccc3)c3ccccc3)no2)CC1
→ 0.2	0.8	0.3
COc1cc(C(=O)NNC2=NC(C)(C)Cc3cc(C)c(C)cc32)cc(OC)c1OC
→ 0.1	-4.5	10.3
O=C(NCC[C@H]1CC[C@@H](NS(=O)(=O)c2ccc(Cl)cc2)[C@H](CO)O1)Nc1ccc(F)cc1
→ 4.4	-6.5	-16.5
COc1cccc(C(=O)c2ncc(C(F)(F)F)cc2Cl)c1
→ -1.6	-14.5	-12.9
CCOc1cc2c(cc1OC)C(c1cccc([N+](=O)[O-])c1)NCC2 (centres undefined)
→ 2.9	0.4	29.3
O=C(c1ccc(F)cc1)N1CCN(c2cnn(-c3ccccc3)c(=O)c2Cl)CC1
→ 1.2	4.6	2.6
O=C(COC(=O)C1CCCCC1)Nc1ccc([N+](=O)[O-])cc1
→ 1.2	-5.2	-3.7
O=C(NC1CCCCC1)N1CC(=O)N2[C@@H](CO)[C@@H](c3ccc(-c4cccnc4)cc3)[C@@H]2C1
→ -3.8	-16.8	-2.6
Cc1cccc(C(=O)NCC(=O)N2CCN(S(=O)(=O)c3ccccc3)CC2)c1
→ 1.0	4.6	9.4
NC(=O)c1ncn([C@@H]2O[C@H](C(=O)N[C@H](Cc3c[nH]c4ccccc34)C(=O)NCC(=O)N3CCCCC3)[C@@H](O)[C@H]2O)n1
→ 3.6	2.2	-3.5
CCn1c(=O)[nH]c2cc(C(=O)Nc3cc(C)cc(C)c3)ccc2c1=O
→ 1.1	14.2	-3.9
CCN1CCN(c2nc(Nc3ccc(NC(C)=O)cc3)nc(Nc3ccc(NC(C)=O)cc3)n2)CC1
→ 2.6	-0.4	5.3
CN(C)C(=O)C1=NOC2(C1)C(=O)Nc1ccccc12 (centres undefined)
→ -1.7	1.7	16.5
COc1ccccc1NS(=O)(=O)c1cc(N)ccc1N1CCCCC1
→ -2.8	-7.3	20.4
COc1ccc(C(=O)N/C(=C/c2cccs2)c2nc3ccccc3[nH]2)cc1OC
→ -1.0	7.9	4.5
COc1cc(CO)c(Br)cc1OCC(=O)Nc1ccccc1C
→ 3.2	18.8	-3.2
O=C(CSCc1ccc(F)cc1)NCc1ccc2c(c1)OCO2
→ 0.1	4.4	-16.3
Cn1cc2c(=O)n(/N=C/c3ccccc3)cnc2n1
→ 2.5	-6.3	2.9
Cc1ccc2nc(-c3ccc(Cl)cc3)c(Cc3ccsc3)n2c1
→ 1.5	-9.9	10.1
Cc1ccsc1C(=O)OCC(=O)N1CCN(C(=O)c2ccco2)CC1
→ -1.5	-0.8	1.9
Cc1cc2ncc(-c3cccs3)nc2cc1C
→ -4.4	4.9	-4.1
O=S(=O)(NCc1ccccc1)c1ccc(S(=O)(=O)NCC2CCCO2)cc1 (centres undefined)
→ 0.0	7.9	15.0
COc1ccccc1C(=O)COC(=O)c1cc(S(=O)(=O)N2CCCCC2)ccc1N1CCOCC1
→ 2.6	-3.2	-18.6
COc1cc(NC(=O)C/C(C)=N/NC(=O)C(=O)NCCO)c(OC)cc1Cl
→ -0.1	-5.2	9.5
O=C(CN1CCC(C(=O)c2cccc(Cl)c2)CC1)Nc1ccc(C(=O)O)cc1
→ 0.4	7.3	1.3
CSCCC(C(=O)NC(C)(C)C)n1c(-c2cccc(NC(C)=O)c2)nc2ccccc21 (centres undefined)
→ 0.0	-9.8	10.5
CN(CCOc1ccccc1)C(=O)c1cc([N+](=O)[O-])cc([N+](=O)[O-])c1
→ 0.7	5.9	6.1
COc1ccc(CNC(=O)COC(=O)Cc2ccc(Cl)cc2Cl)cc1
→ -1.5	0.0	-4.4
CCCCCN(C(=O)CCC(=O)OCC(=O)c1c(C)cc(C)cc1C)c1c(N)n(CCCC)c(=O)[nH]c1=O
→ 0.6	-1.6	-24.4
Cc1cc(Br)cn2c(Cc3cccc(F)c3)c(-c3ccc(C#N)cc3)nc12
→ -3.8	30.5*	-12.7
CC(=O)Nc1ccc(-c2csc(NC(=O)C3=COCCO3)n2)cc1
→ 1.9	-0.8	24.9
CCOC(=O)CNC(=O)C12CC3CC(C1)CC(c1ccc(C)cc1)(C3)C2
→ 0.7	3.4	-14.8
Nc1c(N(CCO)C(=O)/C=C/c2ccco2)c(=O)[nH]c(=O)n1Cc1ccccc1
→ 6.8	2.4	-3.8
O=C1C2CCCN2C(=O)N1CCCN1CCN(c2cccc(Cl)c2)CC1 (centres undefined)
→ 0.1	0.7	-10.1
O=C(CP(=O)(c1ccccc1)c1ccccc1)Nc1nc2ccccc2s1
→ -0.9	-0.2	-18.2
COc1ccc(C#Cc2ccc3c(c2)[C@H]2[C@H](CCN2Cc2ccncc2)[C@H](CO)N3)cc1
→ -4.3	-74.4	21.7
CC(=O)Nc1ccc(S(=O)(=O)N2CCN(S(=O)(=O)N3CCCCC3)CC2)cc1
→ -2.2	3.9	13.1
O=C1NC(Cc2ccccc2)c2nc3ccc(F)cc3c(=O)n2-c2cc(Cl)ccc21 (centres undefined)
→ -1.8	6.9	-10.3
O=C(NC1CCCC1)C1C(c2ccccc2)=Nc2ccccc2N1C(=O)c1cc(Cl)cc(Cl)c1 (centres undefined)
→ -1.9	-1.3	34.6
CSc1ncccc1C(=O)OCc1ccccc1Cl
→ -1.1	-1.3	16.1
O=C(CN(c1ccccc1Cl)S(=O)(=O)c1ccccc1)N/N=C/c1ccccc1C(=O)O
→ -0.7	-2.9	5.1
COc1cccc(CNC(=O)CN2CCC(c3nc4ccc(C)cc4[nH]3)CC2)c1
→ 0.4	-15.6	-17.4
CCOc1ccc(/C=N/NC(=O)c2nnn(-c3nonc3N)c2COc2ccc(F)cc2)cc1
→ -3.5	-3.6	0.4
O=C(Cc1ccccc1)Nc1cccc(N2C(=O)C=CC2=O)c1
→ -12.5	15.7	59.2*
CCOC(=O)C1=C(C)Nc2nc3ccccc3n2C1c1cccs1 (centres undefined)
→ -4.2	-1.4	-3.0
O=C(NNC(=S)NCC1CCCO1)c1ccc(S(=O)(=O)N2CCOCC2)cc1 (centres undefined)
→ 1.8	-1.3	1.1
CC12CS(=O)(=O)CC1SC(=S)N2Cc1ccccc1 (centres undefined)
→ -1.0	2.2	7.6
Cc1cc(C)n2c(=O)c3ccc(Cl)cc3nc2c1C#N
→ -2.2	10.9	-1.1
COc1ccc(N(C(C)C(=O)N/N=C(\C)C(C)(C)C)S(C)(=O)=O)cc1 (centres undefined)
→ 2.0	-5.0	-11.4
O=C(NNC(=O)C1CCN(Cc2ccccc2)CC1)c1cccs1
→ 1.8	-1.5	7.9
O=C1NC[C@H](CCCCN2C[C@@H](Cc3ccccc3)N(CC3CCCCC3)C(=O)C2=O)N(CCC2CCCCC2)C1=O
→ -1.3	-17.1	10.1
CCOC(=O)C1=NN(C(C)=O)C2(CC(=O)N(c3cccc(C)c3)C2=O)C1 (centres undefined)
→ 0.2	-0.5	4.0
COC(=O)C[C@H]1C=C[C@@H](NS(=O)(=O)c2ccccc2)[C@@H](CO)O1
→ 0.6	-0.7	25.8
O=C(NN1C(=O)C2C3C=CC([C@@H]2C1=O)C31CC1)c1ccccc1 (some centres undefined)
→ -1.5	-2.3	3.3
COc1ccc(C2c3ccsc3CCN2C(=O)NC(C)(C)C)cc1 (centres undefined)
→ -1.1	0.5	-2.3
CC(=O)Nc1cccc(C(=O)/C=C/c2ccc[nH]2)c1
→ -1.2	-3.2	-15.4
COc1cc(-c2nc3ccc(N4CCN(C)CC4)cc3[nH]2)cc(OC)c1OC
→ -1.1	-2.0	-3.7
CCn1c2ccccc2c2nnc(SCN3C(=O)c4ccccc4C3=O)nc21
→ -1.1	7.9	-4.2
O=c1oc2ccccc2cc1-c1cn(-c2ccccc2)c(=S)[nH]1
→ ?	13.2	4.1
CC(=O)N1N=C2/C(=C/c3ccccc3)CCCC2C1c1ccccc1 (centres undefined)
→ -0.6	0.1	-0.7

Structures listed above that bear a hit mark in GSIS activator:
Structure	F508del corr	GSIS activator
O=C(Cc1ccccc1)Nc1cccc(N2C(=O)C=CC2=O)c1	-12.5	59.2*

Other results
Values run as follows: F508del corr	FN deposition inh	GSIS activator
CCCCc1c(-c2ccc(Cl)cc2)ncn1CCc1ccccc1OC
→ 0.9	12.9	-9.4
Cc1ccc(S(=O)(=O)N2[C@@H](CO)CO[C@H]2CC(=O)OCc2ccccc2)cc1
→ 0.9	-2.9	9.6
COC(=O)C[C@@H]1C=C[C@@H](NC(=O)CN(C)C)[C@@H](CO)O1
→ -1.4	-4.3	34.2
CC1=NNC(=O)C1CCC(=O)N/N=C/C=C/c1ccccc1 (centres undefined)
→ 1.4	-1.0	2.1
CCCCc1c(-c2ccccc2OC)ncn1Cc1c(Cl)cccc1Cl
→ 0.8	-5.9	-22.2
CCCCNC(=O)C1C(c2ccccc2)=Nc2ccccc2N1C(=O)c1ccc2c(c1)OCO2 (centres undefined)
→ -0.4	3.6	19.6
O=C(O)COCC(=O)Nc1ccc(-n2cnnn2)cc1
→ -3.8	9.5	0.3
CCCCNC(=O)Nc1nc2ccc(CC)cc2s1
→ 0.7	34.0*	2.6
CC(C)CN(C(=O)CN1CCC(C)CC1)c1c(N)n(CC(C)C)c(=O)[nH]c1=O
→ 1.2	-3.6	18.5
COC(=O)C1=C(C)N(Cc2ccccc2C(F)(F)F)C(=NCc2ccccc2)NC1c1cccc(F)c1 (centres undefined)
→ -0.4	0.1	-45.8
CCCNC(=O)CN1C(=O)NC(CCc2ccccc2)C1=O (centres undefined)
→ 2.5	-3.7	-4.2
COc1ccc(CNC(=O)CN(c2cc(C)cc(C)c2)S(=O)(=O)c2c(C)[nH]c(=O)[nH]c2=O)cc1
→ 1.3	2.5	1.7
CCCCNC(=O)c1cc2c(C)cc(C)cc2[nH]1
→ 0.3	-5.1	2.2
O=C(Nc1nc(-c2ccc3ccccc3c2)cs1)C1CCN(S(=O)(=O)c2cccs2)CC1
→ 6.6	2.7	17.4
CC1CCCCN1S(=O)(=O)c1ccc(C(=O)Nc2nnc(-c3ccccn3)o2)cc1 (centres undefined)
→ 0.9	2.1	-0.6
Cc1ccc(N2CCN(C(=O)C(=O)c3ccc(F)c(F)c3)CC2)cc1
→ -0.6	6.9	-33.0
Cc1ccc(N/C=C2\C(=O)N(c3ccc(F)cc3F)C(c3cccnc3)S2(=O)=O)cc1 (centres undefined)
→ -1.9	2.6	-14.6
N#CC(Sc1ccccn1)c1ccc(Cl)cc1 (centres undefined)
→ -1.0	-1.4	18.7
COCCN(C(=O)c1cc(OC)c(OC)c(OC)c1)c1c(N)n(Cc2ccccc2)c(=O)[nH]c1=O
→ -0.7	-2.2	19.9
N#C/C(=C/c1ccc(N2CCCCC2)o1)C(=O)Nc1ccc2ccccc2c1
→ 9.6*	i	7.2

An excerpt from further up, as a working copy:
Values run as follows: F508del corr	FN deposition inh	GSIS activator
CC1=NNC(=O)C1CCC(=O)N/N=C/C=C/c1ccccc1 (centres undefined)
→ 1.4	-1.0	2.1
CCCCc1c(-c2ccccc2OC)ncn1Cc1c(Cl)cccc1Cl
→ 0.8	-5.9	-22.2
CCCCNC(=O)C1C(c2ccccc2)=Nc2ccccc2N1C(=O)c1ccc2c(c1)OCO2 (centres undefined)
→ -0.4	3.6	19.6
O=C(O)COCC(=O)Nc1ccc(-n2cnnn2)cc1
→ -3.8	9.5	0.3
CCCCNC(=O)Nc1nc2ccc(CC)cc2s1
→ 0.7	34.0*	2.6
CC(C)CN(C(=O)CN1CCC(C)CC1)c1c(N)n(CC(C)C)c(=O)[nH]c1=O
→ 1.2	-3.6	18.5
COC(=O)C1=C(C)N(Cc2ccccc2C(F)(F)F)C(=NCc2ccccc2)NC1c1cccc(F)c1 (centres undefined)
→ -0.4	0.1	-45.8
CCCNC(=O)CN1C(=O)NC(CCc2ccccc2)C1=O (centres undefined)
→ 2.5	-3.7	-4.2
COc1ccc(CNC(=O)CN(c2cc(C)cc(C)c2)S(=O)(=O)c2c(C)[nH]c(=O)[nH]c2=O)cc1
→ 1.3	2.5	1.7
CCCCNC(=O)c1cc2c(C)cc(C)cc2[nH]1
→ 0.3	-5.1	2.2
O=C(Nc1nc(-c2ccc3ccccc3c2)cs1)C1CCN(S(=O)(=O)c2cccs2)CC1
→ 6.6	2.7	17.4
CC1CCCCN1S(=O)(=O)c1ccc(C(=O)Nc2nnc(-c3ccccn3)o2)cc1 (centres undefined)
→ 0.9	2.1	-0.6
Cc1ccc(N2CCN(C(=O)C(=O)c3ccc(F)c(F)c3)CC2)cc1
→ -0.6	6.9	-33.0
Cc1ccc(N/C=C2\C(=O)N(c3ccc(F)cc3F)C(c3cccnc3)S2(=O)=O)cc1 (centres undefined)
→ -1.9	2.6	-14.6
N#CC(Sc1ccccn1)c1ccc(Cl)cc1 (centres undefined)
→ -1.0	-1.4	18.7

One compound at a time, from the list above. Values in the order: F508del corr	FN deposition inh	GSIS activator
Profile of `O=C(O)COCC(=O)Nc1ccc(-n2cnnn2)cc1` → -3.8	9.5	0.3
Profile of `CCn1c2ccccc2c2nnc(SCN3C(=O)c4ccccc4C3=O)nc21` → -1.1	7.9	-4.2

An excerpt; rates above refer to the full screens.
